Assay outcomes from PubChem.
STK33 inh: human STK33 kinase inhibition; purified STK33, MBP phosphorylation, ADP-Glo luminescence; inhibition, % at 10 µM; Q9BYT3; AID 2661; 0.073% of 320,000 active;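 active = inhibition at or above 25%, using the most active replicate where run in duplicate; inactive = inhibition below 25%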
Kir21 inh: Kir2.1 (mouse) channel inhibition; P35561; HEK293-Kir2.1, FluxOR thallium flux fluorescence; active compounds read low; B-score at 10 µM; 0.85% of 310,000 active; AID 1672;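 active = fluorescence ratio B-score at or below minus 3 SD of library scores, with starting-brightness B-score within 2 SD, cut at about -4.2 in these data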;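 note: channel flux triggered by added potassium and thallium sulfate stimulus; B-score of peak minus minimum fluorescence over baseline after thallium stimulus; more negative B-score means stronger Kir2.1 block with less thallium influx; some compounds called inactive have numbers as strong as hits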
KCNQ2 block: KCNQ2 channel blockers in CHO-K1 cells – cell-based, FluxOR thallium flux, B-score, primary screen (AID 2156); O88943; 20 min; active compounds read low; B-score at 10 µM; 1.1% of 310,000 active;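 active = fluorescence ratio B-score at most minus 3 library SDs, with starting brightness B-score within 2 library SDs, cut at about -5.5 in these data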
Target sequence (O88943 whole entry, looked up): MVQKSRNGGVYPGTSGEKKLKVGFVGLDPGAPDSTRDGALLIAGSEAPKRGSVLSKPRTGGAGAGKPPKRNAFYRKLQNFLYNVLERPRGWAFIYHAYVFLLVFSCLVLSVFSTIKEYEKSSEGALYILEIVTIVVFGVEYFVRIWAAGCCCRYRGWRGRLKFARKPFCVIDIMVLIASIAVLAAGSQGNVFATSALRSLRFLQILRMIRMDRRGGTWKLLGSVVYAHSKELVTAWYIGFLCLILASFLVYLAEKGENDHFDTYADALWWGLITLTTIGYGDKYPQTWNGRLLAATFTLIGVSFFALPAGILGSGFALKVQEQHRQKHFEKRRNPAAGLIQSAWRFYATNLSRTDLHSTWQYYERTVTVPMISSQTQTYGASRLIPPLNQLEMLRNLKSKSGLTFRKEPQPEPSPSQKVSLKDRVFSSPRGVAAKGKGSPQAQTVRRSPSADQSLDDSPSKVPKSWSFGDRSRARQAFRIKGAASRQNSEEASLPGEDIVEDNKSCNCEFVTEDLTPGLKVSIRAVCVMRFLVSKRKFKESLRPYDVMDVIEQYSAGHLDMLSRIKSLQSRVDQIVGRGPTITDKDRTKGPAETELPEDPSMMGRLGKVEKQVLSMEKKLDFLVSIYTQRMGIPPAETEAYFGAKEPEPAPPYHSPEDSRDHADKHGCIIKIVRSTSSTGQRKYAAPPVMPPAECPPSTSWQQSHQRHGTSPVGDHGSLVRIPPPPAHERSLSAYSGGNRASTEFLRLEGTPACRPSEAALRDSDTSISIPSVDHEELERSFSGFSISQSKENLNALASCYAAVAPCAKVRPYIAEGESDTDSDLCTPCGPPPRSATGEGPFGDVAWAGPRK
Active calls of the source: *; i = inactive; . = no result given.

STK33 inh,Kir21 inh,KCNQ2 block,compound
-1.6,1.36,i,NS(=O)(=O)c1ccc(N/N=C/c2cn(-c3ccccc3)nc2-c2ccccc2)c([N+](=O)[O-])c1
0.3,-0.16,i,CCN1CCN(c2nc3sc4c(c3c(=O)n2-c2ccc(OC)cc2)CCCCC4)CC1
-1.3,1.44,i,CCCCNS(=O)(=O)/C=C/c1ccccc1
-0.3,-3.87,i,O=C(Nc1ccccc1Cl)C1CCCN1C(=O)OCc1ccccc1 (configuration not stated)
-0.5,-10.4*,i,CCc1nc(C)cn1S(=O)(=O)c1cc(Cl)c(OC)cc1Cl
0.6,-1.12,i,O=C(NCC1CCCO1)C1c2ccccc2C(=O)N1C1CCCCCC1 (configuration not stated)
-0.5,2.76,i,C=CCNc1nnc(SCC(=O)N2CCC(C(N)=O)CC2)s1
-1.6,1.01,i,CCCSC1=C(C#N)C(c2ccc(OC)cc2)C2=C(CC(C)(C)CC2=O)N1 (configuration not stated)
0.0,0.93,i,CCOc1ccc(-n2cc(C(=O)Nc3cccc(C)n3)c3cc(OC)c(OC)cc3c2=O)cc1
-2.0,0.24,i,Cc1sc2ncn(CC(=O)NCCCOC(C)C)c(=O)c2c1S(=O)(=O)N1CCN(c2ncccn2)CC1
.,-1.34,i,Nc1nc(CCOc2ccc(F)cc2)cs1
0.0,0.83,i,CCCCn1c(N)c(-c2nc3ccccc3o2)c2c([N+](=O)[O-])nn(CC)c(=O)c21
0.2,-1.32,i,COc1ccc(S(=O)(=O)Nc2cc(C(C)C)c(O)cc2C)cc1
-1.5,1.64,i,Cc1ccc(/C=N/NC(=O)c2nnn(-c3nonc3N)c2CSc2ccc(Cl)cc2)cc1
.,0.86,i,COc1cc(Cl)ccc1OCc1cc(C(=O)NCC(C)(C)N2CCOCC2)no1
1.0,-1.24,i,COc1ccccc1OC(=O)CCc1nc2ccccc2s1
-1.4,1.86,i,CSc1nnc(C(C)(C)C)c(=O)n1/N=C/c1c(O)ccc2ccccc12
0.5,0.95,i,COc1cc(OC)c(N(C)S(=O)(=O)c2cccc(C(=O)NC(C)C3CC4CCC3C4)c2)cc1Cl (configuration not stated)
-4.5,-0.16,i,O=C(CN1C(=O)CCS(=O)(=O)c2ccccc21)Nc1ccc(F)cc1
-1.7,1.3,i,CCN(CC(=O)Nc1ccc(NC(C)=O)cc1)C(=O)CSCC(=O)Nc1ccc(C)cc1
-1.7,1.4,i,COc1ccc(C(CNC(=O)c2ccc(S(=O)(=O)Nc3ccccc3F)cc2)N(C)C)cc1 (configuration not stated)
0.2,0.09,i,O=C(NC(=O)c1ccccc1)Nc1ccccc1
0.3,0.1,i,Cn1c(=O)oc2cc(S(=O)(=O)Nc3ccc(F)cc3)ccc21
-0.1,1.02,i,Cc1ccnc(NC(=O)CS(=O)(=O)c2ccccc2)c1
-0.7,-0.46,i,CCOC(=S)SCc1cn2ccccc2n1
-0.4,-1.03,i,CCOc1ccc(-n2c(N)c(C(=O)NCc3ccco3)sc2=S)cc1
1.7,0.72,i,COC(=O)c1sc(N2C(=O)C(O)=C(C(=O)c3ccc(C)o3)C2c2ccc(OC)c(OC)c2)nc1C (configuration not stated)
-0.2,0.55,i,CCOc1ccc(-c2[nH]ncc2-c2ccccc2)c(O)c1
-1.3,2.01,i,COc1ccc(N2CC(C(=O)NC3CCCCC3)CC2=O)cc1 (configuration not stated)
1.2,0.86,i,Cc1ccc2[nH]c3c(=S)nc[nH]c3c2c1
-0.8,-0.26,i,CNc1cc([N+](=O)[O-])ccc1N/C=C/C(=O)c1cccs1
-2.2,-0.05,i,COc1ccc(C(c2c(C)n(C)n(-c3ccccc3)c2=O)c2c(C)n(C)n(-c3ccccc3)c2=O)c(OC)c1OC
-1.4,-1.09,i,COc1cccc(CNc2nn[nH]n2)c1OC
-1.5,0.82,i,CCCCNC(=O)CCCCCNS(=O)(=O)c1ccc(OC)cc1
-1.1,0.16,i,O=C(c1ccccc1O)N1N=C(C(F)(F)F)CC1(O)c1ccc([N+](=O)[O-])cc1 (configuration not stated)
0.1,-0.97,i,CCCc1nnc(NC(=O)CCC(=O)NCc2ccc(Cl)cc2Cl)s1
-0.7,0.04,i,Cc1cc(C)c(OCCOCCN(C)C)c(Br)c1
0.1,-0.64,i,COc1cc(NC(=O)CCc2ccccc2)nc(OC)n1
-0.7,0.93,i,O=C(O)c1cc(Cl)nc2ccccc12
0.5,1.76,i,CCCCCC(=O)N1CCN(CCN=CC2=C(O)CC(c3cccs3)CC2=O)CC1 (configuration not stated)
-1.6,0.49,i,Cc1ccc(N2CCN(c3ccc([N+](=O)[O-])cn3)CC2)c(C)c1
20.4,0.03,i,CNCc1cc(Br)c(OCC(=O)Nc2ccccc2OC)c(OC)c1
-0.4,1.8,i,CCC(=O)Nc1ccc(C(=O)Nc2c[nH]c(=O)[nH]c2=O)cc1
-2.0,0.04,i,O=C(CCNC(=O)c1ccco1)Nc1ccccc1N1CCOCC1
-2.0,-6.89*,i,Cc1ccc(C2CC(=O)NC(SCc3ccccc3)=C2C#N)o1 (configuration not stated)
0.1,-1.09,i,COc1ccc(S(=O)(=O)N2CCC(C(=O)N3CCC(C(N)=O)CC3)CC2)cc1Cl
1.7,-0.31,i,CN1CCN(c2nc3c(c(=O)[nH]c(=O)n3C)n2Cc2cccc3ccccc23)CC1
-0.6,0.07,i,CC(=O)Nc1ccc(N2Cc3ccccc3C2)cc1
-1.3,-0.89,i,COc1cc(C(O)c2nc3ccccc3n2C(C)C)cc(OC)c1OC (configuration not stated)
-0.8,0.37,i,CN(C)CCCN1C(=O)CSC1c1ccc([N+](=O)[O-])cc1 (configuration not stated)
-2.0,1.55,i,Cc1cccnc1NCc1ccc(O)c2ncccc12
.,-1.3,i,Oc1c(C(Nc2cccc(C(F)(F)F)c2)c2ccncc2)ccc2cccnc12 (configuration not stated)
-1.8,-0.21,i,Cc1nc2nc(SCC(=O)NCCCN3CCCCC3)nn2c(C)c1Cc1ccccc1
-2.1,0.76,i,N#Cc1nc(-c2ccccc2F)oc1NC1CCCCC1
-0.1,-0.16,i,CCOc1ccccc1NC(=O)NNS(=O)(=O)c1cc(OC)ccc1OC
-2.0,1.1,i,Cc1cccc(C(=O)NCc2nnc(SCC(=O)N3CCN(c4ccccc4)CC3)n2C)c1
-0.7,1.35,i,O=C(NNC(=O)c1ccccc1[N+](=O)[O-])c1ccccn1
-0.5,-0.43,i,C/C(=C\c1ccc2c(c1)OCO2)C(=O)c1c(C)cc(C)[nH]c1=O
-1.2,0.06,i,Cn1cc([N+](=O)[O-])c(C(=O)NC2CCCCCCC2)n1
-1.7,-0.28,i,CC(=O)Nc1cccc(NC(=O)CS(=O)(=O)c2cn(CC(=O)N3CCOCC3)c3ccccc23)c1

Other compounds:
STK33 inh,Kir21 inh,KCNQ2 block,compound
-0.8,-0.07,i,CCCCc1c(O)nc(SCC(=O)N2CCCCC2)n(-c2ccccc2C)c1=O
-0.5,0.26,i,CCn1ncc(S(=O)(=O)Nc2cccnc2)c1C
6.2,0.19,i,O=C(O)Cc1ccc(NC(=O)c2ccc(NC(=O)c3ccco3)cc2)cc1
-0.6,1.3,i,CCOC(=O)CSc1nnc2n1C(C)(C)Cc1ccccc1-2
-0.8,0.99,i,O=C(Nc1nnc(C2CC2)s1)C1COc2ccccc2O1 (configuration not stated)
2.1,0.02,i,COC(=O)c1ccc(C2OCC(C)(C)CO2)cc1
1.0,0.69,i,Cc1ccc2c(c1)COc1c3ccc(C(=O)NCC4CC4)cc3nn1-2
-2.2,0.13,i,COc1ccc(CN2CCCC(CO)(Cc3cccc(Cl)c3)C2)cc1OC (configuration not stated)
-1.2,-1.2,i,Cc1cc(Br)c(OCC(=O)NN)c2c1CCC2
-0.9,0.1,i,COc1ccc(CCNC(=O)c2ccccc2N(C)S(=O)(=O)c2ccccc2)cc1
0.8,-0.28,i,Cc1ccc(OCC(=O)Nc2ccc(NC(=O)c3ccccc3)cc2)cc1C
-0.8,-1.62,i,Cc1nc(N2CCC(C)CC2)c2c(C)c(C(=O)Nc3ccccc3C(F)(F)F)sc2n1
0.0,1.95,i,COc1ccc(NC(=O)N2c3ccc(OC)cc3C(C)=CC2(C)C)cc1
-1.1,-0.85,i,CCC[C@@H]1CCCO[C@@](C(=O)NCCN2CCOCC2)(C(F)(F)F)C1
.,-0.46,i,COc1cc(OC)c(C=O)c(OC(=O)N2CCOCC2)c1
-0.2,-0.14,i,O=C(Nc1nccs1)c1cccc(S(=O)(=O)N2CCOCC2)c1
0.1,0.03,i,Cc1ccc2oc(=O)c3cc(C(=O)NCCN4CCc5ccccc5C4)sc3c2c1
-1.5,-0.88,i,COc1ccc(CCNC(=O)C2CC=CCC2C(=O)O)cc1 (configuration not stated)
-1.2,1.7,i,CCCOc1ccc(Cn2c(C)nc([N+](=O)[O-])c2SCC(O)COC)cc1[N+](=O)[O-] (configuration not stated)
-0.2,-0.35,i,O=C(COC(=O)c1ccc(F)cc1)Nc1ccc(Cl)cn1
1.0,0.9,i,CCOc1ccc(-c2c(C(=O)N/N=C/c3sccc3C)nnn2-c2nonc2N)cc1
-0.3,-0.46,i,COc1ccc2nc(CCN(C)C(=O)C3CCC(=O)N(Cc4cccc(F)c4)C3)[nH]c2c1 (configuration not stated)
-0.8,1.8,i,COC(C(=O)NNC(=O)CCc1ccccc1)c1ccccc1 (configuration not stated)
-0.6,-1.28,i,Cc1nc(SCC(=O)NC2CCCC2)c2c(C)c(C)sc2n1
-2.7,1.14,i,Cc1ccc(N(C)C(=O)c2cc(S(=O)(=O)N3CCc4ccccc43)cn2C)cc1
-1.0,1.98,i,COc1ccc(C)cc1NC(=O)Nc1ccccc1SC
-2.7,0.05,i,Nc1c(C(=O)NCCc2ccccc2)nnn1Cc1ccc(Cl)cc1
-0.8,0.42,i,O=C(O)[C@H]1CCCC[C@H]1C(=O)Nc1ccc(S(=O)(=O)N2CCCCC2)cc1
-0.4,-0.37,i,Cc1ccccc1S(=O)(=O)Cc1ccc(C(=O)NCCCN(C)Cc2ccccc2)o1
-0.1,0.38,i,O=C(NCCCN1CCN(CCCNC(=O)c2ccccc2F)CC1)c1ccccc1F
-0.6,-1.1,i,O=C(COc1ccccc1C(=O)NCC1CCCO1)Nc1ccc(Br)cc1 (configuration not stated)
-2.1,-0.76,i,COc1ccc(NC2CCCN(C(=O)CCN3CCCC3=O)C2)cc1OC (configuration not stated)
0.3,-0.71,i,COc1ccc(-c2nnn(CC(=O)N(CC(=O)NC3CCCC3)c3cccc(C)c3)n2)cc1OC
0.0,-0.77,i,O=C(Nc1ccccc1)Nc1cccc(Cl)c1
0.7,0.29,i,CC(OC(=O)Cn1cnc2c1c(=O)n(C)c(=O)n2C)C(=O)Nc1ccc(Cl)cc1 (configuration not stated)
-1.2,-0.99,i,CCSc1nc2c(c(=O)n1Cc1ccccc1)SC(C)C2 (configuration not stated)
-0.4,0.19,i,Cc1cc(C)nc(N/N=C/C2=C(O)CC(c3ccccc3)CC2=O)n1 (configuration not stated)
-0.3,0.92,i,S=C(NCc1cccs1)Nc1ccc(Br)cc1Cl
-2.7,-0.02,i,O=C(OCc1ccc([N+](=O)[O-])cc1)c1cc(S(=O)(=O)N2CCCCC2)ccc1N1CCOCC1
-1.8,0.35,i,CCCC(=O)N1c2ccccc2NC2=C(C(=O)CCC2)C1c1ccc(F)cc1 (configuration not stated)
0.8,-0.87,i,CCN(CC)C(=O)Cn1cc(C(=O)C(=O)NCCCN2CCOCC2)c2ccccc21
-0.3,-0.87,i,CCn1cc([N+](=O)[O-])c(C(=O)Nc2ccn(C34CC5CC(CC(C5)C3)C4)n2)n1
-1.3,0.76,i,CCN(CC)Cc1c(C(=O)N/N=C/c2cccnc2)nnn1-c1nonc1N
-0.1,-0.94,i,ClC1=C(Cl)C(Cl)=C(Cl)C1=C/C=C/c1ccccc1

Among those listed so far, these have a thiophene ring, fused or not.
STK33 inh,Kir21 inh,KCNQ2 block,compound
0.3,-0.16,i,CCN1CCN(c2nc3sc4c(c3c(=O)n2-c2ccc(OC)cc2)CCCCC4)CC1
-2.0,0.24,i,Cc1sc2ncn(CC(=O)NCCCOC(C)C)c(=O)c2c1S(=O)(=O)N1CCN(c2ncccn2)CC1
-0.8,-0.26,i,CNc1cc([N+](=O)[O-])ccc1N/C=C/C(=O)c1cccs1
0.5,1.76,i,CCCCCC(=O)N1CCN(CCN=CC2=C(O)CC(c3cccs3)CC2=O)CC1 (configuration not stated)
-0.8,-1.62,i,Cc1nc(N2CCC(C)CC2)c2c(C)c(C(=O)Nc3ccccc3C(F)(F)F)sc2n1
0.1,0.03,i,Cc1ccc2oc(=O)c3cc(C(=O)NCCN4CCc5ccccc5C4)sc3c2c1
1.0,0.9,i,CCOc1ccc(-c2c(C(=O)N/N=C/c3sccc3C)nnn2-c2nonc2N)cc1
-0.6,-1.28,i,Cc1nc(SCC(=O)NC2CCCC2)c2c(C)c(C)sc2n1
-0.3,0.92,i,S=C(NCc1cccs1)Nc1ccc(Br)cc1Cl
